# Bioassay records as filed in PubChem.
# Bcl-B displacement: displacers of TR3 peptide from Bcl-B, primary screen, selectivity assay for Bfl-1 inhibitor project, biochemical, fluorescence polarization | AID 748 | one-dose displacement, % at 20 µM; IC50 in µM for titrated hits | FP displacement of FITC-TR3 peptide from Bcl-B; higher % means a stronger effect | 96,000 tested, 0.11% active;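 active = displacement above 50% at 20 µM plus a fluorescence interference ratio under 1.5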;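 note: plate controls were wells without compound for no effect and wells lacking Bcl-B protein for full effect; a part of the inactive calls stands beside numbers as strong as those of hits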
# PLAP inhibitors HTS: PLAP enzyme inhibitors, biochemical, luminescence, HTS (AID 690); one-dose inhibition, % at 20 µM; IC50 in µM for titrated hits; 96,000 tested, 0.08% active; purified PLAP, luminescent substrate; higher % means a stronger effect; in the data active = a potency from the dose series; inactive = the rest, 99 in 100 with inhibition below about 30%; note: strong numbers were not always called active
# MRP reversal: reverses drug resistance mediated by MRP; AID 602; differential viability (reversal), % at 10 µM; 85,000 tested, 0.04% active; H69AR cells + 2 uM doxorubicin, CellTiter-Glo, 72 h;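 active = viability drop by adding the cancer drug above about 55%, with treated viability meeting a 40% cutoff, limit read from the data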;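 note: viability without doxorubicin minus viability with 2 µM doxorubicin for each compound; larger differential means the compound sensitizes cells more to doxorubicin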
# NFkB transloc pot: enhances IL-1B driven NFkB nuclear translocation | HUVEC IL-1B NFkB p65 nuclear translocation imaging | activation, % at 2 µM | 94,000 tested, 0.3% active | AID 819;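 active = activation above 40%, about the mean plus 3 SD, also judged a hit on visual image review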;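 note: percent activation is computed from the nuclear over cytoplasmic p65 intensity ratio; values of inactives mirror those of a sister screen read the other way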
# IL1B NFkB inh: blocks IL-1B driven NFkB nuclear translocation in HUVEC cells; AID 796; inhibition, % at 2 µM; 94,000 tested, 0.43% active; HUVEC IL-1B NFkB p65 nuclear translocation imaging;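 active = inhibition above about 30% together with a positive call from visual inspection of the well image, limit read from the data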;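 note: nuclear over cytoplasmic p65 intensity ratio measured by imaging; 0% = IL-1B stimulated DMSO wells and 100% = unstimulated DMSO wells; values of inactives mirror those of a sister screen read the other way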
# MRP reversal cytotoxicity: recorded beside MRP reversal, whose call it bears; viability, %; H69AR cells, CellTiter-Glo, 72 h; measured here: cytotoxicity without doxorubicin
# MRP reversal with doxorubicin: second read-out of MRP reversal, no call of its own (marks repeat the call); viability, %; measured here: viability with 2 uM doxorubicin; hits give low values
# IL1B NFkB inh cell count 2 µM: recorded beside IL1B NFkB inh, whose call it bears; cell count; measured here: cells passing quality filter;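 raw number of nuclei counted in each imaged well without normalization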
# NFkB transloc pot cell count 2 µM: recorded beside NFkB transloc pot, whose call it bears; cell count; measured here: cells passing quality filter
# Starred values were filed as active, the others as inactive; x = no result given.
SMILES,Bcl-B displacement,PLAP inhibitors HTS,MRP reversal,MRP reversal cytotoxicity,MRP reversal with doxorubicin,NFkB transloc pot,NFkB transloc pot cell count 2 µM,IL1B NFkB inh,IL1B NFkB inh cell count 2 µM
C=CCn1c(-c2csc3ccccc23)n[nH]c1=S,6%,-69%,x,x,x,-11,153,11,153
CC1(C)Cc2ccccc2C(N/N=C/c2cccc(F)c2)=N1,-6%,4%,x,x,x,0,122,0,122
CN1CCc2c(sc(N)c2C(N)=O)C1,67%,-8%,x,x,x,6,177,-6,177
CCC(C)c1ccc(O)c(NC(=O)c2cccnc2)c1 (stereo not given),-10%,-9%,-5,94,99,13,172,-13,172
COc1ccc(-c2ccc(CCC(=O)O)n2NC(=O)c2cccs2)cc1,x,x,1,101,100,-11,92,11,92
CCN(CC(=O)Nc1ccc2c(c1)OCCO2)S(=O)(=O)c1ccc(C)cc1,10%,-2%,-18,68,86,-4,100,4,100
COC(=O)c1cn(CC(=O)NCc2cccs2)c2ccccc12,-10%,9%,11,96,84,9,159,-9,159
Cc1cc(=O)n2[nH]c(-c3ccc(C(C)(C)C)cc3)cc2n1,1%,20%,x,x,x,9,147,-9,147
Oc1ccc(Cl)cc1C1=Nc2ccccc2N=C(c2ccco2)C1,x,x,-10,72,82,10,111,-10,111
COc1ccc(OC)c(CCNC(=O)CS(=O)(=O)Cc2nc(-c3ccccc3C)oc2C)c1,-5%,-18%,-13,78,90,-9,80,9,80
Cn1c(=O)c2c(ncn2CC(=O)Nc2nnc(Cc3ccccc3)s2)n(C)c1=O,3%,-9%,7,92,85,5,139,-5,139
O=C(Cn1nc(-c2ccc(N3CCOCC3)c([N+](=O)[O-])c2)c2ccccc2c1=O)N1CCCCC1,-4%,-58%,-5,91,96,-2,176,2,176
CC(C)(C)C(=O)CN1CCN(S(=O)(=O)c2ccc(F)cc2)CC1,-4%,13%,4,95,91,6,89,-6,89
COc1ccc([N+](=O)[O-])cc1COc1cc(C)cc2oc(=O)cc(-c3ccccc3)c12,-4%,-12%,x,x,x,-15,122,14,122
CC1(C)c2ssc(=S)c2-c2ccccc2N1C(=O)CSC1=NCCS1,16%,-1%,x,x,x,2,162,-2,162
CCOC(=O)c1c(-c2ccccc2)nc2cc(C)ccn12,-5%,1%,x,x,x,6,148,-6,148
Cc1cc(C)c(C#N)c(SCc2ccccc2)n1,x,x,10,85,75,-20,9,20,9
O=C(COC(=O)c1cncc(Br)c1)NCCC1=CCCCC1,25%,-23%,8,92,83,1,133,-1,133
Cc1ccc2c(c1)c1c(n2C)C(C(N)=O)CCC1 (stereo not given),8%,-20%,7,91,84,21,105,-21,105
COc1ccccc1NC(=O)N(Cc1ccccc1)c1ccccn1,-10%,24%,9,94,85,4,154,-4,154

# Reprinted from the part before: five entries, then new ones.
SMILES,Bcl-B displacement,PLAP inhibitors HTS,MRP reversal,MRP reversal cytotoxicity,MRP reversal with doxorubicin,NFkB transloc pot,NFkB transloc pot cell count 2 µM,IL1B NFkB inh,IL1B NFkB inh cell count 2 µM
CCOC(=O)c1c(-c2ccccc2)nc2cc(C)ccn12,-5%,1%,x,x,x,6,148,-6,148
Cc1cc(C)c(C#N)c(SCc2ccccc2)n1,x,x,10,85,75,-20,9,20,9
O=C(COC(=O)c1cncc(Br)c1)NCCC1=CCCCC1,25%,-23%,8,92,83,1,133,-1,133
Cc1ccc2c(c1)c1c(n2C)C(C(N)=O)CCC1 (stereo not given),8%,-20%,7,91,84,21,105,-21,105
COc1ccccc1NC(=O)N(Cc1ccccc1)c1ccccn1,-10%,24%,9,94,85,4,154,-4,154
Cc1cc(C)nc(/N=C(\N)Nc2ccc(C)c([N+](=O)[O-])c2)n1,11%,11%,x,x,x,8,146,-8,146
COC(=O)/C=C1/S/C(=N/NC(=O)c2ccccc2C)NC1=O,-5%,-92%,9,75,66,-2,149,2,149
O=C1C2=C(c3ccccc31)[N+](=O)[C@@H]1CCCC[C@@H]1N2[O-],8%,17%,x,x,x,0,90,0,90
COCCN(C(=O)Cc1cccs1)C(C(=O)NCc1ccc(OC)cc1)c1ccc(C(C)C)cc1 (stereo not given),5%,-163%,x,x,x,x,x,x,x
COc1ccccc1CN(Cc1ccco1)S(=O)(=O)c1ccc(-n2cnnn2)c(OC)c1,-9%,29%,-5,89,94,5,145,-5,145
O=C(CNC(=S)N(Cc1ccccc1F)C1CCCCC1)NC1CC1,3%,-32%,14,92,78,22,42,-22,42
N/C(=N\OC(=O)c1cc(-c2ccccc2)nc2ccccc12)c1ccncc1,10%,17%,x,x,x,-8,138,8,138
CCSc1nnc(NC(=O)Cc2ccc(OC)c(S(=O)(=O)N3CCOCC3)c2)s1,0%,-13%,-9,83,92,6,142,-6,142
Cc1sc2nc(-c3ccco3)oc(=O)c2c1C,-12%,2%,0,95,96,13,143,-13,143
Cc1ccc(-n2nc(N)c3c(=O)oc(N(C)C)nc32)cc1,1%,-7%,x,x,x,6,166,-6,166
Cc1nc(SCCO)c2oc3ccccc3c2n1,8%,-12%,13,97,84,13,147,-13,147
CCCC(=O)Nc1c2c(nn1-c1ccc(C)cc1C)CSC2,-17%,-11%,12,111,99,-15,18,15,18
CC1CCCN(C(=O)CCS(=O)(=O)Cc2ccccc2)C1 (stereo not given),-3%,18%,-3,93,96,33,122,-33,122
CC(=O)c1c(N2CCOCC2)nc(=S)n(Cc2ccccc2)c1C,0%,-7%,-5,93,99,12,63,-10,63
CC(=O)Nc1cnc2ccccc2n1,8%,19%,-5,99,104,16,149,-16,149
CCOC(=O)c1c(N)nn(C(=O)C(C)C)c1-c1ccc(OC)cc1,2%,-4%,15,110,95,-5,112,5,112
CCOc1cc(CNc2ccc3c(c2)CCC3)ccc1OC,-14%,-12%,10,99,88,x,x,x,x
COc1ccccc1OCCSc1nnc(C)n1-c1ccccc1,12%,-50%,4,83,79,19,151,-19,151
CCOC(=O)N1CCN(C(=O)c2cnn3c(C)c(Cc4ccc(C)cc4)c(C)nc23)CC1,-10%,-42%,-3,98,101,17,186,-17,186
CC(C)CC(OC(=O)c1cccs1)C(=O)NCc1cccs1 (stereo not given),-11%,33%,8,104,96,13,136,-13,136
COc1ccc(C(=O)Nc2ccc(-c3ccc(C)o3)cc2)cc1S(=O)(=O)N1CCOCC1,-5%,-8%,-10,22,31,12,148,-12,148
CSc1ccc(CNc2ccc(C)cc2)cc1,-8%,8%,x,x,x,-8,162,8,162
COc1cc(C(=O)N2CCC(NC(=O)C(Cc3ccccc3)NC(C)=O)CC2)cc(OC)c1OC (stereo not given),4%,-52%,-11,71,82,-8,211,8,211
CCOC(=O)c1cc2occc2n1CC(=O)NC1CCCCC1C (stereo not given),x,x,29,101,72,2,95,-2,95
COc1cccc(C(=O)Nc2nc(-c3ccc(S(=O)(=O)N4CCOCC4)cc3)cs2)c1,2%,-1%,-9,52,61,0,140,0,140
C=CCSc1nnc(NC(=O)CSc2ccccn2)s1,-4%,-1%,-2,96,98,18,118,-18,118
Brc1ccc2ncnc(Nc3cccc4ccccc34)c2c1,-5%,-3%,x,x,x,7,151,-7,151
O=C(Oc1ccc(C(=S)N2CCOCC2)cc1Br)c1cc(Cl)ccc1Cl,16%,1%,x,x,x,11,158,-11,158
CC(c1ccc(F)cc1)n1c(-c2ccc3ccccc3n2)n[nH]c1=S (stereo not given),10%,-8%,x,x,x,-8,141,8,141
CCn1c2ccccc2c2cc(CN3CCN(C(=O)c4ccco4)CC3)ccc21,-6%,-54%,-4,66,70,-7,141,7,141
O=C(c1cc(-c2ccc3c(c2)OCO3)on1)N1CCN(c2ccc(F)cc2)CC1,-12%,5%,-14,95,109,-7,167,8,167
c1ccc(Cn2cnc3ccccc32)cc1,x,x,-6,91,96,-3,6,3,6
O=C(COc1ccccc1)c1cn(CC(=O)N2CCOCC2)c2ccccc12,-17%,-44%,11,98,87,5,151,-5,151
CCCOc1ccc(C(=O)Nc2ccc(Cl)cn2)cc1,20%,26%,-2,90,93,8,188,-8,188
CCC(C)C(=O)Nc1cc(OC)c(OC)cc1C(=O)O (stereo not given),-2%,12%,1,105,104,7,142,-7,142
CCOC(=O)N1CCC2(CC1)CC(=O)c1c(ccc3oc(C(=O)O)c(C)c13)O2,-3%,-13%,-5,93,98,x,x,x,x
CCCNS(=O)(=O)c1ccc(Oc2ncc(C(F)(F)F)cc2Cl)cc1,-3%,6%,x,x,x,1,147,-1,147
COC(=O)c1ccccc1NC(=O)CSc1ccccn1,1%,15%,4,89,86,-9,159,9,159
COc1ccc(C(CC(=O)NCc2ccco2)c2ccc(F)cc2)cc1 (stereo not given),3%,22%,1,97,96,x,x,x,x
CCOC(=O)C1CCCN(c2ccc(NC(=O)c3snc4c(=O)[nH]c(C)nc34)cc2)C1 (stereo not given),32%,-24%,x,x,x,2,197,-2,197

# Next section (three carried over from the part before).
SMILES,Bcl-B displacement,PLAP inhibitors HTS,MRP reversal,MRP reversal cytotoxicity,MRP reversal with doxorubicin,NFkB transloc pot,NFkB transloc pot cell count 2 µM,IL1B NFkB inh,IL1B NFkB inh cell count 2 µM
COC(=O)c1ccccc1NC(=O)CSc1ccccn1,1%,15%,4,89,86,-9,159,9,159
COc1ccc(C(CC(=O)NCc2ccco2)c2ccc(F)cc2)cc1 (stereo not given),3%,22%,1,97,96,x,x,x,x
CCOC(=O)C1CCCN(c2ccc(NC(=O)c3snc4c(=O)[nH]c(C)nc34)cc2)C1 (stereo not given),32%,-24%,x,x,x,2,197,-2,197
CCOC(=O)C1=C(CSc2nc3c(cc2C#N)CN(C)CC3)OC(N)=C(C#N)C1c1ccc(Cl)cc1 (stereo not given),-55%,-34%,-38,36,73,3,159,-3,159
CCOC(=O)c1c(C)[nH]c(C)c1C(=O)CSc1ncccn1,-7%,24%,x,x,x,25,153,-25,153
COC(=O)c1sc(=S)n(-c2ccc(Cl)cc2)c1C,-4%,22%,21,90,69,2,149,-2,149
O=C(NNC(=O)c1ccc2c(c1)OCO2)NC1CCCCC1,-13%,-14%,x,x,x,-4,78,4,78
CCS(=O)(=O)Nc1ccc2c(c1)N(C(C)=O)c1ccccc1CC2,-11%,-56%,-9,111,120,-2,210,2,210
COc1ccc(CNc2nc3nc(-c4ccccc4)cc(=O)n3[nH]2)cc1OC,-1%,-62%,13,110,97,2,122,-2,122
CCOC(=O)c1sc(NC(=O)CSc2nc(-c3ccco3)cc(C(F)(F)F)n2)c(C#N)c1C,-14%,-4%,-7,88,95,-5,171,5,171
COc1ccccc1-n1c(SCC(=O)N2CCCC2)nc2cccnc21,-1%,-13%,16,92,76,10,102,-10,102
NC(=O)Cn1c(S(=O)(=O)Cc2ccccc2)nc2ccccc21,x,x,-5,93,98,-17,157,17,157
CCSc1nnc(NC(=O)C2CC=CCC2C(=O)O)s1 (stereo not given),0%,4%,5,92,87,-11,61,11,61
COc1ccc(-c2nc(CS(=O)(=O)CC(=O)Nc3ccc(Cl)cc3)c(C)o2)cc1,-1%,-1%,0,78,78,x,x,x,x
COc1ccc(NC(=O)CN(c2ccc(C)cc2)S(C)(=O)=O)c(OC)c1,-6%,-20%,9,70,61,29,105,-29,105
CCN(CC)CCCNC(=O)c1nn(-c2ccccc2OC)c(=O)c2ccccc12,-6%,-3%,x,x,x,1,154,-1,154
CCC(=O)Nc1cc2c(cc1C(=O)CC)OCCO2,-6%,-6%,x,x,x,4,94,-4,94
O=C(C1CCCCC1)N1CCCC(c2nc3c(nnn3Cc3ccccc3)c(=O)[nH]2)C1 (stereo not given),8%,-58%,24,89,65,32,142,-32,142
CC1(C)Cc2c(C#N)c(SCC(=O)c3ccccc3)nc(N3CCCC3)c2CO1,x,x,3,58,55,24,86,-24,86
O=C(O)c1cccc(-n2cnnn2)c1,-4%,6%,-21,88,109,-11,77,11,77
CC1(C)CC2CC(C)(CN2C(=O)COC(=O)c2cc(Cl)cc(Cl)c2N)C1 (stereo not given),5%,-43%,17,92,75,14,176,-14,176
O=C(O)Cn1nc(-c2ccc(F)cc2)oc1=O,6%,6%,8,92,84,27,127,-27,127
CCCOc1ccc(C2NC(=O)NC2=O)cc1 (stereo not given),x,x,12,98,86,-3,156,3,156

# An excerpt (hit frequency here may not be typical).
